PMI activator = activators of human PMI, primary screen, biochemical, fluorescence intensity, near-Km mannose 6-phosphate; Mannose-6-phosphate isomerase (Homo sapiens), P34949; purified human PMI, coupled resazurin fluorescence, 20 min; active compounds read high; 1 = vehicle control, 0 substrate-free wells; activation factor at 20 µM; 190,000 tested, 0.005% active;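 active = activation factor of 2 or more at 20 µM, relative to plate controls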
Target sequence (P34949 whole entry, looked up): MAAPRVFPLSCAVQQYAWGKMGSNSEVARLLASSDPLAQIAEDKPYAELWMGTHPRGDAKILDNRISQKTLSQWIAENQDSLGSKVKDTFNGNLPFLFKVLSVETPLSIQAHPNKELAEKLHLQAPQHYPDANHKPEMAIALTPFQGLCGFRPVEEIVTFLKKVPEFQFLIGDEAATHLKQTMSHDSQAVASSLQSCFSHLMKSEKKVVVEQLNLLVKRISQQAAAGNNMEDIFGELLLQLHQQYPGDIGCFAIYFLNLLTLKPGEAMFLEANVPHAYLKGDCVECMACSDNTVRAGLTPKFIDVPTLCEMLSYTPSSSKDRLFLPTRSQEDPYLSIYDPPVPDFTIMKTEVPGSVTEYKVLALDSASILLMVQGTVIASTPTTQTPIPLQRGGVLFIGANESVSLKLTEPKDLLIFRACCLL
Diaph inh CS = diaphorase inhibitors and chemical oxidizers, primary screen, counter-screen for diaphorase-coupled primary assays, biochemical, uHTS, resorufin fluorescence; 190,000 tested, 0.69% active; diaphorase resazurin-to-resorufin fluorescence, NADH, 16 min; bacterial (C. kluyveri) enzyme, not human; inhibition, % at 20 µM; AID 1217, 2008;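 active = primary screen inhibition at 20 µM above a set limit, cut at about 50% in these data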;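 also: plate controls were DMSO with full reaction for no effect and wells lacking NADH for full effect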
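System: Diaphorase enzyme from Clostridium kluyveri | Amount: Enzyme working solution with 0.14 U/mL diaphorase | Benchmarks: No-NADH positive control and DMSO neutral control | Signal: Fluorescence of resorufin formed from resazurin, Ex 544/Em 590 nm | Schedule: 16-min room-temperature incubation before reading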
TNAP inh hiacc = human TNAP enzyme inhibitors, primary screen, biochemical, luminescent, high phosphate acceptor level, uHTS | purified TNAP, CDP-star luminescence, 1 M DEA | inhibition, % at 20 µM | Alkaline phosphatase, tissue-nonspecific isozyme (Homo sapiens), P05186 | AID 1135, 2008 | 200,000 tested, 0.03% active;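 active = over 50% inhibition of tissue-nonspecific alkaline phosphatase at 20 µM in the single-dose screen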;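 also: plate controls were DMSO wells for no effect and EDTA-quenched wells as full inhibition for full effect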
Diaphorase act = compounds boosting diaphorase resazurin reduction – biochemical, uHTS, resorufin fluorescence, counter-screen for diaphorase-coupled primary assays, primary screen; Diaphorase/resazurin coupled assay, 16 min; active compounds read high; 1 = vehicle wells, 0 = NADH-free wells; AID 1229, 2008; 190,000 tested, 0.005% active; activation factor at 20 µM;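 active = diaphorase activity raised at least twofold by the compound at 20 µM; inactive = activation factor below 2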
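System – purified diaphorase enzyme from Clostridium kluyveri · Input – enzyme 0.07 U/mL final · Also added – final NADH 0.114 mM, resazurin 0.1 mM · Measured by – fluorescence of resorufin, 544 nm excitation, 590 nm emission · Timing – 16 min enzyme reaction, ambient temperature · Measure – resorufin increase flagging diaphorase activators or reducers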
HMGR II inh = inhibitors of E. faecalis class II HMGR, primary screen, biochemical, Enterococcus faecalis. inhibition, % at 10 µM. 190,000 tested, 0.41% active. HMG-CoA reductase (Enterococcus faecalis, mvaE). purified E. faecalis HMGR, NADPH absorbance 340 nm kinetic;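 active = inhibition above a set limit, the median over all tested compounds plus 3 SD, cut at about 9.5% in these data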;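 also: enzyme runs in reverse so mevalonate oxidation gives rising NADPH absorbance; 0% = complete reaction with DMSO and 100% = background rate lacking mevalonate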
TNAP inh noacc = human TNAP enzyme inhibitors, primary screen, biochemical, luminescent, no phosphate acceptor, uHTS; 200,000 tested, 0.26% active; purified TNAP, CDP-star luminescence, 30 min; inhibition, % at 20 µM; Alkaline phosphatase, tissue-nonspecific isozyme (Homo sapiens), P05186;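 active = tissue-nonspecific alkaline phosphatase inhibition above about 50% at 20 µM in the single-dose screen, limit read from the data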;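 also: 0% = DMSO negative control and 100% = EDTA positive control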
FLuc act counter = FLuc activators, initial screening, artefact control for FLuc-dependent activation tests, biochemical, ATPlite luminescence; Luciferin 4-monooxygenase (Photinus pyralis), P08659; ATPlite luciferase biochemical, 10 min; 0 = ATP-free wells, 1 = DMSO control; activation factor at 10 µM; 200,000 tested, under 10 active; AID 1027, 2008;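 active = luciferase activation factor, scaled between plate controls, of at least 2 with compound at 10 µM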
Target sequence (P08659 whole entry, looked up): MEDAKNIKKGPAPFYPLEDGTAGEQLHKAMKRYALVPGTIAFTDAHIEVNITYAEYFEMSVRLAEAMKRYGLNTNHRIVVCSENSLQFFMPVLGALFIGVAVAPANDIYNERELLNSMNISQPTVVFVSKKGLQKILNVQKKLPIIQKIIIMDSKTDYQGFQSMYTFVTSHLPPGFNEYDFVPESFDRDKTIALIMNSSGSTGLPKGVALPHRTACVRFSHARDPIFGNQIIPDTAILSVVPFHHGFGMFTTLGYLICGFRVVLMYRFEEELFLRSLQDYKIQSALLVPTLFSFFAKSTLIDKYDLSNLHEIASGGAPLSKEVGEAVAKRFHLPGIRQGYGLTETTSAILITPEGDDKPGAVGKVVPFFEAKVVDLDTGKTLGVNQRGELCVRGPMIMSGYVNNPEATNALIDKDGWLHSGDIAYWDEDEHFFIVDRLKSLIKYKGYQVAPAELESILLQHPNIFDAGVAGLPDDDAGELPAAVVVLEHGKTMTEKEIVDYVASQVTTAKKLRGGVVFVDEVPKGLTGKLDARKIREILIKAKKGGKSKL
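Assay system – cell-free luciferase reagent · Medium – PBS-based ATP solution · Dosing – test compounds dosed from 2 mM stocks in 100% DMSO · Timing – 10 min, room temperature · Technique – light output (luminescence) · Measure – luminescence gain marking luciferase activators · Controls – No-ATP low control, compound-free enzyme-plus-ATP high control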
G6PDH counter = L. mesenteroides G6PDH inhibitors, counter-screen for G6PDH-coupled screening assays, biochemical, Leuconostoc mesenteroides enzyme; glucose-6-phosphate dehydrogenase [Leuconostoc mesenteroides]; Purified L. mesenteroides G6PDH, diaphorase/resazurin coupled fluorescence, 45 min; inhibition, % at 5 µM; 200,000 tested, 0.12% active; AID 1020, 2008; in the data active = inhibition above about 50%
PMI act satM6P = human PMI activators, high substrate, primary screen, biochemical, fluorescence intensity, near-saturating mannose 6-phosphate. coupled PMI enzyme assay, resazurin fluorescence, 20 min; active compounds read high; 1 = untreated enzyme, 0 = substrate-free blank. 190,000 tested, 0.34% active. Mannose-6-phosphate isomerase (Homo sapiens), P34949. activation factor at 20 µM;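 active = activation factor of 2 or more at 20 µM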
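Test system – human PMI in coupled enzyme assay · Timing – 20 min incubation at room temperature · Detection – Diaphorase-driven resazurin-to-resorufin fluorescence, excitation 544, emission 590 nm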
TNAP act hi DEA = TNAP activators at high phosphate acceptor level, primary screen, biochemical, luminescence, uHTS | Alkaline phosphatase, tissue-nonspecific isozyme (Homo sapiens), P05186 | purified TNAP, CDP-star luminescence, 1 M DEA, 30 min; active compounds read high; 0 = EDTA background, 1 = DMSO-only activity | activation factor at 20 µM | 200,000 tested, under 10 active | AID 1136, 2008;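 active = activation factor at least 2 at 20 µM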
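system = human TNAP | amount = enzyme diluted 1/800 final | reagent = 100 µM CDP-star substrate | signal = luminescent substrate turnover signal | dosing = one dose, 20 µM | benchmarks = EDTA negative control, DMSO positive control | measure = activation factor | timing = 30 min reaction, room temperature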
Starred values were filed as active, the others as inactive.

No.	structure	PMI activator	Diaph inh CS	TNAP inh hiacc	Diaphorase act	HMGR II inh	TNAP inh noacc	FLuc act counter	G6PDH counter	PMI act satM6P	TNAP act hi DEA
1	COc1ccccc1N(CC(=O)NC(C)(C)C)C(=O)Cn1nnc(-c2ccc(C)o2)n1	1.1	-6	7	1.1	-2	2	1	6	1.1	0.9
2	Cc1sc(NC(=O)C2C3CCC(O3)C2C(=O)O)c(C(=O)OC(C)C)c1-c1ccc(Cl)cc1 (stereo unspecified)	0.9	14	0	0.9	-1	3	1.1	3	1	1
3	COc1ccccc1CNCC(=O)NCc1ccc(C)cc1	1	16	-9	0.8	-6	-13	1.1	3	1.1	1.1
4	CSc1cccc(NC(=S)N(CCCN2CCC(C)CC2)Cc2cccs2)c1	1	16	-7	0.8	-6	-16	1.1	3	0.9	1.1
5	Cc1ccc(Cn2c(SCC(N)=O)nc3c2c(=O)n(C)c(=O)n3C)cc1	0.8	12	3	0.9	0	-1	1	16	0.8	1
6	Cc1sc(NC(=O)c2ccc(F)cc2)c(CN2CCCCCC2)c1C	0.9	11	-4	0.9	0	-8	1	-3	1	1
7	COc1ccccc1Cc1nnnn1CC(=O)O	1	7	-2	0.9	-1	0	1.1	-2	1.1	1
8	CCOc1ccc(Br)cc1S(=O)(=O)Nc1nc(CN2CCOCC2)nc2sc(C)c(C)c12	0.9	26	1	0.7	1	-7	1	4	0.9	1
9	CN1CCN(c2nc(-c3ccccn3)nc3ccccc23)CC1	1	-17	-3	1.2	0	-13	1	7	1	1
10	COc1ccc(CNC(=O)C(c2ccc(C)cc2)N(Cc2cccs2)C(=O)c2ccc3c(c2)OCCO3)cc1 (stereo unspecified)	0.8	22	-10	0.8	3	-1	1.1	6	0.9	1.1
11	CCc1nccn1S(=O)(=O)c1cccc([N+](=O)[O-])c1	1	12	2	0.9	-6	-8	1	-7	1	1
12	O=C(Nc1cccc(C(F)(F)F)c1)c1cc(S(=O)(=O)N2CCCCC2)ccc1N1CCOCC1	1	26	-5	0.7	-3	-11	1.1	2	0.9	1.1
13	Nc1nnc(SCC(=O)Nc2ccc3nc(SCC(=O)Nc4ccccc4)sc3c2)s1	1	11	0	0.9	1	-6	1	-70	1	1
14	O=C(O)CC1CCC(=C(Cl)Cl)C1 (stereo unspecified)	1	13	-4	0.9	-6	-12	1.1	1	1	1
15	COc1ccc(-c2cc(-c3ccc(OC)cc3)[nH]n2)cc1	1	20	-9	0.8	0	66*	1	1	0.9	1.1

Six of the entries above in order of their number in HMGR II inh, ascending.
cpd	molecule	PMI activator	TNAP inh hiacc	HMGR II inh	TNAP inh noacc	PMI act satM6P	TNAP act hi DEA
11	CCc1nccn1S(=O)(=O)c1cccc([N+](=O)[O-])c1	1	2	-6	-8	1	1
12	O=C(Nc1cccc(C(F)(F)F)c1)c1cc(S(=O)(=O)N2CCCCC2)ccc1N1CCOCC1	1	-5	-3	-11	0.9	1.1
1	COc1ccccc1N(CC(=O)NC(C)(C)C)C(=O)Cn1nnc(-c2ccc(C)o2)n1	1.1	7	-2	2	1.1	0.9
7	COc1ccccc1Cc1nnnn1CC(=O)O	1	-2	-1	0	1.1	1
15	COc1ccc(-c2cc(-c3ccc(OC)cc3)[nH]n2)cc1	1	-9	0	66*	0.9	1.1
13	Nc1nnc(SCC(=O)Nc2ccc3nc(SCC(=O)Nc4ccccc4)sc3c2)s1	1	0	1	-6	1	1

An excerpt of these results, in transposed form.
10) COc1ccc(CNC(=O)C(c2ccc(C)cc2)N(Cc2cccs2)C(=O)c2ccc3c(c2)OCCO3)cc1 (stereo unspecified)
11) CCc1nccn1S(=O)(=O)c1cccc([N+](=O)[O-])c1
12) O=C(Nc1cccc(C(F)(F)F)c1)c1cc(S(=O)(=O)N2CCCCC2)ccc1N1CCOCC1
Assay by compound	10	11	12
PMI activator	0.8	1	1
Diaph inh CS	22	12	26
TNAP inh hiacc	-10	2	-5
Diaphorase act	0.8	0.9	0.7
HMGR II inh	3	-6	-3
TNAP inh noacc	-1	-8	-11
FLuc act counter	1.1	1	1.1
G6PDH counter	6	-7	2
PMI act satM6P	0.9	1	0.9
TNAP act hi DEA	1.1	1	1.1

(continued)
No.	structure	PMI activator	Diaph inh CS	TNAP inh hiacc	Diaphorase act	HMGR II inh	TNAP inh noacc	FLuc act counter	G6PDH counter	PMI act satM6P	TNAP act hi DEA
16	CCOCC(=O)Nc1c(C(=O)Nc2ccc(OC)cc2OC)oc2ccccc12	0.8	11	-2	0.9	-3	-8	1	-33	0.8	1
17	O=C(NCc1ccc2c(c1)OCO2)c1ccc(CN2CCOCC2)cc1	0.9	9	-2	0.9	-8	-9	1	-18	0.9	1
18	CCOC(=O)c1c(C)c(C(=O)NCc2cccnc2)c(C)n1CC	1.1	-7	2	1.1	1	-6	1	-6	-0.1	1
19	CC(=O)NCCN1C(=O)S/C(=C\c2cccs2)C1=O	1	11	1	0.9	5	0	1	-8	0.9	1
20	C=CCn1c(CCC)nc2ccccc21	1	3	2	1	-1	-3	1	0	1	1
21	Fc1ccccc1-c1csc(=Nc2cccnc2)n1CCCn1ccnc1	0.9	8	0	0.9	-2	8	1.1	-7	0.9	1
22	CCOC(=O)N1CCN(C(=O)c2noc(C(C)C)c2[N+](=O)[O-])CC1	1.1	-2	-3	1	-3	0	1.1	16	1.1	1
23	COc1ccc(CSCC(=O)N/N=C/c2ccccc2O)cc1	1	19	-4	0.8	-3	12	1	-5	1.1	1
24	COC(=O)C1=C(C)NC2=C(C(=O)C(C(=O)OC)C(c3ccc(OC)cc3)C2)C1c1ccccn1 (stereo unspecified)	1	18	-7	0.8	-5	-16	1.1	-3	1	1.1
25	CN1CCC(OC(=O)COc2ccccc2)CC1	1	4	-8	1	-3	3	1.1	10	1.1	1.1
26	CCc1ccccc1NC(=O)CSc1nnc([C@@H](NC(=O)OC(C)(C)C)C(C)C)o1	0.9	7	-2	0.9	-7	-12	1.1	4	1	1
27	O=C(Nc1cc([N+](=O)[O-])ccc1Cl)C(Sc1ccccc1)c1ccccc1 (stereo unspecified)	0.8	25	-2	0.8	-5	-12	1	-12	0.9	1
28	COc1cc2c(cc1NC(=S)Nc1ccccc1C)oc1ccccc12	0.9	0	9	1	1	4	1	-6	1	0.9
29	Cc1cccc(NC(=O)CNc2cc(C)ccc2C)c1	0.9	16	-8	0.8	-2	-3	1.1	10	1	1.1
30	CCCCCOc1ccc2oc(=O)c3c(c2c1)CCCN3C(=O)CN1CCCC(C(=O)OCC)C1 (stereo unspecified)	1	7	-4	0.9	-11	26	1.1	9	1	1
31	CS(=O)(=O)N(CC(=O)NC1CCCC1)Cc1ccc(F)cc1	1	7	-4	0.9	-7	-5	1.1	-4	1	1
32	CCNS(=O)(=O)c1cc(OC)c(Cl)cc1OC	0.9	14	-2	0.9	-5	-2	1.1	-4	0.9	1
33	Cc1ccc(/C=N/N=C/c2ccc(C)cc2)cc1	1.1	-5	-3	1.1	4	-2	0.9	1	1	1
34	CNC(=O)CSc1nc2nc(C)cc(C)n2n1	0.9	10	0	0.9	4	-9	1	5	1	1
35	CCC(C)NC(=O)Cn1c(=O)n(CCCC(=O)NCc2ccccc2Cl)c(=O)c2ccccc21 (stereo unspecified)	0.9	0	-5	1	-3	-10	1.1	8	1	1.1
36	O=C(CN1CCCC1)Nc1ccc2c(c1)CCC2	0.9	14	0	0.9	-5	-3	1	4	1	1
37	CCOC(=O)/C(C#N)=C/c1c(Oc2cc(C)cc(C)c2)nc2ccccn2c1=O	0.9	15	1	0.8	-7	2	1	21	0.9	1
38	COC(=O)c1c(-c2ccc(OC)c(OC)c2)csc1N	0.7	17	-3	0.8	-1	-16	1	-8	0.8	1
39	C=CCn1c(Cc2nc3ccc(Cl)cc3[nH]2)n[nH]c1=S	1	18	2	0.8	-1	-22	1	12	1.3	1
40	O=C(c1ccc(S(=O)(=O)c2cccc(Cl)c2)c([N+](=O)[O-])c1)N1CCN(Cc2ccccc2)CC1	0.8	0	-2	1	-3	4	1.1	-14	0.9	1
41	CCN(CC)S(=O)(=O)c1ccc(N2CCOCC2)c(NC(=O)Cc2ccc(Cl)cc2)c1	1	14	-3	0.9	-4	-14	1.1	-16	1	1
42	S=c1[nH]nc(COc2ccc3c(c2)OCO3)n1-c1ccccc1	0.9	14	1	0.9	-5	4	0.9	3	0.9	1
43	O=S(=O)(c1ccc(-c2csc(Nc3ccc(F)cc3)n2)cc1)N1CCCC1	1.2	15	-4	0.9	0	-8	1	10	1.2	1
44	Cc1noc(/C=C/c2ccco2)c1S(=O)(=O)N1CCC(C(=O)N2c3ccccc3CC2C)CC1 (stereo unspecified)	0.8	21	-2	0.8	0	-10	1.1	-2	0.8	1
45	Cc1cccc2cc(CN(Cc3cccs3)C(=S)NCC3CCCO3)c(=O)[nH]c12 (stereo unspecified)	0.8	21	2	0.8	-8	1	0.9	-10	0.9	1
46	COc1ccc(-c2nn(-c3ccccc3)cc2CN2CCCO2)c(F)c1	0.9	8	-6	0.9	-3	-6	1.1	5	1	1.1
47	NC(=O)[C@@H]1CCOc2c(F)cc([N+](=O)[O-])cc2C(=O)N[C@@H](CO)C(=O)NCC(=O)N1	1.1	-8	-2	1.1	-8	-9	1	15	1.1	1
48	CSc1nc(-c2ccccc2)nn1S(=O)(=O)c1ccc(Cl)cc1	1	15	-7	0.9	-1	2	1.1	0	1.1	1.1
49	COCCn1c(C)cc(C(=O)COC(=O)C23CC4CC(CC(O)(C4)C2)C3)c1C	1	18	-6	0.8	-2	-19	0.8	5	1.1	1.1
